GDH-TPI inh – counter-screen for M. tuberculosis FBA inhibitors: GDH-TPI coupled enzymes. GDH-TPI coupled enzyme counterscreen, NADH absorbance. inhibition, % at 4.8 µM. 1.2% of 360,000 active. AID 588335; in the data active means inhibition above about 30%;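 further: 0% = DMSO wells and 100% = wells lacking the enzyme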
PrPC TRFRET – cell surface PrPC inhibition, primary TR-FRET screen. AID 720596. inhibition, % at 13.8 µM. P04156. 0.43% of 370,000 active. TR-FRET read-out; in the data active means inhibition above about 24%; further: 0% = median of the test wells and 100% = reference compound wells
Mtb UGM inh – blocks M. tuberculosis UGM enzyme | AID 504406 | 0.06% of 320,000 active | inhibition, % at 10 µM | purified UGM, fluorescence polarization probe displacement; in the data active means inhibition above about 10%, passing the limit was not always enough
BioA inh – BioA (M. tuberculosis) enzyme inhibition. 0.096% of 360,000 active. purified M. tuberculosis BioA enzyme, plate reader. AID 602481. inhibition, % at 9.99 µM; in the data active means inhibition above about 40%
BoNT-F LC inh – inhibitors of Botulinum neurotoxin F light chain protease. Multiplex microsphere protease cleavage assay, flow cytometry. inhibition, % at 10 µM. 0.22% of 360,000 active; in the data active means inhibition above about 35%, passing the limit was not always enough; further: plate controls were buffer without enzyme for full effect and enzyme alone for no effect
Rv3671c inh – Rv3671c (M. tuberculosis) protease inhibition. inhibition, % at 5.96 µM. 0.048% of 320,000 active. AID 2606; in the data active means inhibition above about 38%;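 further: extracellular domain of Rv3671c used as enzyme; 0% = enzyme with DMSO and 100% = no enzyme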
Target sequence (P9WHR9 whole entry, looked up, the tested form may be a part): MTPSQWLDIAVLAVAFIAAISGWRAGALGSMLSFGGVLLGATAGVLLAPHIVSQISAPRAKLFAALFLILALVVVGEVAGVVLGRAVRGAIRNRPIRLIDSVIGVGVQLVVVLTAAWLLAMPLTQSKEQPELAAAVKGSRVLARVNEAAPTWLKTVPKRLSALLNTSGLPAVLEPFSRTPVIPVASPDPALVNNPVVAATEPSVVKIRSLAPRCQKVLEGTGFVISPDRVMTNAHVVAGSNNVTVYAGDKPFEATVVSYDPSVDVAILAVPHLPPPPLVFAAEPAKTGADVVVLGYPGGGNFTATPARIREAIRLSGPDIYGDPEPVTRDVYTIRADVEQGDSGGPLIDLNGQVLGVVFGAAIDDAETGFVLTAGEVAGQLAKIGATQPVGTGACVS
MazEF act – increases E. coli MazEF RNase cleavage of RNA. 0.32% of 350,000 active. activation, % at 20 µM. P0AE70. FAM/BHQ RNA-DNA oligo cleavage fluorescence, 5 h; in the data active means activation above about 50%
Target sequence (P0AE70 whole entry, looked up): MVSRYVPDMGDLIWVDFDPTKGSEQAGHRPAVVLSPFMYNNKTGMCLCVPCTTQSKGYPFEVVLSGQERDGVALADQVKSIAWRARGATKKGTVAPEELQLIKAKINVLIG
FadD28 binding – M. tuberculosis FadD28 bisubstrate binding inhibition. FadD28 bisubstrate probe binding, fluorescence polarization. inhibition, % at 12.5 µM. 0.22% of 360,000 active; in the data active means inhibition above about 8.5%, passing the limit was not always enough
FBA Mtb inh – Mtb fructose-bisphosphate aldolase inhibition. P9WQA3. purified M. tuberculosis FBA, fluorescence read-out. inhibition, % at 1 µM. 2.3% of 360,000 active; in the data active means inhibition above about 27%;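 further: 0% = vehicle and 100% = reference inhibitor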
Target sequence (P9WQA3 whole entry, looked up): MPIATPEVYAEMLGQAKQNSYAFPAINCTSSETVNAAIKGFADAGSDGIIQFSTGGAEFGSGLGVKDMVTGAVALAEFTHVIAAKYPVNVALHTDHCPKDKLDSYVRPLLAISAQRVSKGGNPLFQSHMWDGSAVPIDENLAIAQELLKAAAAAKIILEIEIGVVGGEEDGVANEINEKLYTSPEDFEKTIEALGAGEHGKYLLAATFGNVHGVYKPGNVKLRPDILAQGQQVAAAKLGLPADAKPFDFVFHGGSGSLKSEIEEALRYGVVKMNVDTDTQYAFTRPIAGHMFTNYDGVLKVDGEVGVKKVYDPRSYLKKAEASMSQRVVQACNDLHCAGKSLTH
Numbers without * were called inactive.

Screening CCCC(c1nnnn1CCc1ccccc1)N1CCC(C(N)=O)CC1 (stereo unspecified) returned GDH-TPI inh 8, PrPC TRFRET 1, Mtb UGM inh 0.9, BoNT-F LC inh -2, Rv3671c inh 0, MazEF act 10, FadD28 binding -0.4 and FBA Mtb inh -2.
COc1cc(/C=C/C(=O)NC(C)CCc2ccccc2)cc(OC)c1OC (stereo unspecified) was read as GDH-TPI inh 6, PrPC TRFRET 6, Mtb UGM inh -2.8, BoNT-F LC inh -3, Rv3671c inh 6, MazEF act 1, FadD28 binding -0.2 and FBA Mtb inh 13.
`COc1ccccc1OCCNC(=O)CCS(=O)(=O)c1ccccc1` gave GDH-TPI inh -2, PrPC TRFRET 1, Mtb UGM inh 2.5, BioA inh 1.8, Rv3671c inh 2, MazEF act 3, FadD28 binding -0.4 and FBA Mtb inh 0.
For COC(=O)c1[nH]c2cc(OC)ccc2c1NC(=O)c1ccc2c(c1)OCO2 the results were GDH-TPI inh 17, PrPC TRFRET 10, Mtb UGM inh -2.5, BoNT-F LC inh 1, Rv3671c inh 5, MazEF act 13, FadD28 binding -4.3 and FBA Mtb inh -4.
CCCCNC(=O)c1cc([N+](=O)[O-])[nH]n1 was read as GDH-TPI inh 0, PrPC TRFRET 7, Mtb UGM inh 3.0, BioA inh -0.1, BoNT-F LC inh -5, Rv3671c inh -1, MazEF act 0, FadD28 binding -3.2 and FBA Mtb inh 0.
For CC(=O)c1ccc(N2CCN(S(=O)(=O)c3cccc(S(=O)(=O)N4CCOCC4)c3)CC2)cc1 the results were GDH-TPI inh 11, PrPC TRFRET 4, Mtb UGM inh -1.1, BioA inh -3.0, BoNT-F LC inh -1, Rv3671c inh 1, MazEF act -3, FadD28 binding -3.6 and FBA Mtb inh 5.
COc1ccc(/C=N/NC(=O)c2cccc([N+](=O)[O-])c2)cc1OC(=O)c1ccc(C)cc1 was read as GDH-TPI inh 19, PrPC TRFRET -5, Mtb UGM inh -0.4, BioA inh -2.6, BoNT-F LC inh -9, Rv3671c inh -91, MazEF act 0, FadD28 binding -10 and FBA Mtb inh 1.
O=S(=O)(c1ccccc1F)N1CCN(Cc2cc3c(cc2O)OCO3)CC1 was read as GDH-TPI inh -5, PrPC TRFRET -4, Mtb UGM inh 1.1, BioA inh 0.1, BoNT-F LC inh -3, Rv3671c inh 13, MazEF act -4 and FBA Mtb inh -1.
For Cn1c(=O)cc(OCCCC(=O)NCCN2CCN(c3ccccc3F)CC2)c2ccccc21 the results were GDH-TPI inh -3, PrPC TRFRET -8, Mtb UGM inh -1.9, BioA inh -1.1, BoNT-F LC inh -13, Rv3671c inh 0, MazEF act 16, FadD28 binding -2.9 and FBA Mtb inh -4.
Screening O=C(NC1CCCCC1)C1CCN(S(=O)(=O)N2CCOCC2)CC1 returned GDH-TPI inh 3, PrPC TRFRET -6, Mtb UGM inh -1.0, BioA inh 0.6, BoNT-F LC inh -1, Rv3671c inh 1, MazEF act 7, FadD28 binding 0.4 and FBA Mtb inh 1.
COc1cccc(NC(=S)N2CCN(S(=O)(=O)c3ccc(F)cc3)CC2)c1 was read as GDH-TPI inh 4, PrPC TRFRET 1, Mtb UGM inh 1.3, BioA inh 0.2, BoNT-F LC inh 0, MazEF act 0, FadD28 binding -1.3 and FBA Mtb inh 1.
For O=C1NC(=O)N(c2ccc3c(c2)OCO3)C(=O)/C1=C/c1ccc(N2CCCC2)o1 the results were GDH-TPI inh 1, PrPC TRFRET -39, Mtb UGM inh -4.8, BoNT-F LC inh -11, Rv3671c inh -3, MazEF act -303, FadD28 binding -0.1 and FBA Mtb inh -33.
COCCCNC(=O)C(=O)NC1CCCCC1C (stereo unspecified) was read as GDH-TPI inh 6, PrPC TRFRET 0, Mtb UGM inh 0.3, BoNT-F LC inh -5, Rv3671c inh 2, MazEF act -1, FadD28 binding -0.7 and FBA Mtb inh -3.
Screening O=[N+]([O-])c1ccc(O)c(/C=N/Nc2ccccc2Cl)c1 returned GDH-TPI inh 11, PrPC TRFRET -8, Mtb UGM inh 1.2, BioA inh 0.3, BoNT-F LC inh -5, Rv3671c inh -6, MazEF act 5, FadD28 binding -3.6 and FBA Mtb inh -7.
`COc1ccc(N2CCN(Cc3cc(=O)oc4ccc(C)cc34)CC2)cc1` gave GDH-TPI inh 8, PrPC TRFRET 9, Mtb UGM inh -3.9, BioA inh 0.1, BoNT-F LC inh 8, Rv3671c inh -3, MazEF act 5, FadD28 binding 0.4 and FBA Mtb inh 3.
O=C1OC(c2ccc(F)cc2)CC1CN1CCOCC1 (stereo unspecified) was read as PrPC TRFRET -6, BoNT-F LC inh 1, FadD28 binding -3.8 and FBA Mtb inh -2.
Cc1ccccc1NC(=O)CSCCN1C(=O)c2ccccc2C1=O was read as GDH-TPI inh 5, PrPC TRFRET -7, Mtb UGM inh -0.6, BoNT-F LC inh -3, Rv3671c inh 5, MazEF act 7, FadD28 binding -2.1 and FBA Mtb inh -9.
For O=C(O)c1ccccc1C(=O)N1N=C2/C(=C/c3cccc([N+](=O)[O-])c3)CCCC2C1c1cccc([N+](=O)[O-])c1 (stereo unspecified) the results were GDH-TPI inh 23, PrPC TRFRET 5, Mtb UGM inh -1.5, BoNT-F LC inh 3, Rv3671c inh -4, MazEF act 0, FadD28 binding 0.1 and FBA Mtb inh 0.
For COC(=O)CSc1nnc(CNc2ccc(Cl)cc2)n1Cc1ccccc1 the results were GDH-TPI inh 13, PrPC TRFRET 6, Mtb UGM inh 0.0, BioA inh 4.9, BoNT-F LC inh -10, Rv3671c inh -4, MazEF act 2, FadD28 binding -8.6 and FBA Mtb inh 0.
Screening O=C(Nc1ccc(F)cc1)C1CCCN1S(=O)(=O)c1ccc(Br)cc1 (stereo unspecified) returned GDH-TPI inh 0, PrPC TRFRET -1, Mtb UGM inh -0.2, BioA inh -0.6, BoNT-F LC inh -3, Rv3671c inh -3, MazEF act -5, FadD28 binding -2.9 and FBA Mtb inh 1.
`COc1ccc(C2=Nn3c(nnc3-c3ccccc3OC)SC2)cc1OC1CCCC1` gave GDH-TPI inh 31*, Mtb UGM inh -1.0, BioA inh 0.0, BoNT-F LC inh 1, Rv3671c inh 26, MazEF act -4, FadD28 binding -8.8 and FBA Mtb inh 5.
`CC1(C)Cc2c(C#N)c(N)n(-c3ccccc3)c(=S)c2CO1` gave GDH-TPI inh -11, PrPC TRFRET -12, Mtb UGM inh 0.6, BioA inh 1.4, BoNT-F LC inh -32, Rv3671c inh 2, MazEF act -5, FadD28 binding -3.4 and FBA Mtb inh 6.
`O=C(Cc1ccccc1F)Nc1cccc(S(=O)(=O)N2CCOCC2)c1` gave GDH-TPI inh 11, PrPC TRFRET 0, Mtb UGM inh -1.1, BoNT-F LC inh -1, Rv3671c inh 4, MazEF act 4, FadD28 binding -3.3 and FBA Mtb inh 2.
O=C(c1ccccc1)c1nn(-c2ccc(Cl)cc2)c(=O)cc1C(F)(F)F was read as GDH-TPI inh 3, PrPC TRFRET -10, Mtb UGM inh -1.1, BioA inh -0.1, BoNT-F LC inh 8, Rv3671c inh -3, MazEF act -2, FadD28 binding -9.2 and FBA Mtb inh 1.
Screening N#C/C(=C\c1c(N2CCCCCC2)nc2ccccn2c1=O)C(=O)NC1CCS(=O)(=O)C1 (stereo unspecified) returned GDH-TPI inh 11, PrPC TRFRET -9, BioA inh 1.1, BoNT-F LC inh -8, Rv3671c inh -4, MazEF act 2, FadD28 binding 0.3 and FBA Mtb inh 2.
N/C(=N\OC(=O)c1ccccc1Cl)c1cccc([N+](=O)[O-])c1 was read as GDH-TPI inh 5, PrPC TRFRET 8, Mtb UGM inh 1.9, BioA inh -1.9, Rv3671c inh 3, MazEF act -6, FadD28 binding -1.6 and FBA Mtb inh 1.
For CCCN(CCC)C(=O)CSc1nc2ccccc2c(=O)n1C1CCCC1 the results were GDH-TPI inh 8, PrPC TRFRET 8, Mtb UGM inh 3.7, BioA inh -1.3, BoNT-F LC inh 2, Rv3671c inh -1, MazEF act -2, FadD28 binding -1.8 and FBA Mtb inh 3.
`N#Cc1cn(Cc2ccncc2)c(=O)[nH]c1=O` gave GDH-TPI inh 3, PrPC TRFRET -2, Mtb UGM inh 1.7, BioA inh -3.1, BoNT-F LC inh -2, Rv3671c inh 9, MazEF act 3, FadD28 binding 1.8 and FBA Mtb inh 7.
O=C(CSCc1ccc(F)cc1)Nc1ccc(N2CCOCC2)cc1N1CCOCC1 was read as GDH-TPI inh 5, PrPC TRFRET -5, Mtb UGM inh 6.3, BioA inh 2.0, BoNT-F LC inh -11, Rv3671c inh 4, MazEF act -3, FadD28 binding -1.0 and FBA Mtb inh 3.
`CCN(CC)CCCNc1nc2ccccc2c2[nH]c3ccc(OC)cc3c12` gave GDH-TPI inh 15, PrPC TRFRET -2, BoNT-F LC inh -58, MazEF act 19, FadD28 binding -4.6 and FBA Mtb inh 10.
Cc1ccc(N2CC(C(=O)Nc3nnc(SCC(=O)NCC4CCCO4)s3)CC2=O)cc1 (stereo unspecified) was read as GDH-TPI inh 11, PrPC TRFRET -4, Mtb UGM inh 1.0, BioA inh -2.4, BoNT-F LC inh 2, Rv3671c inh -3, MazEF act -6, FadD28 binding -3.8 and FBA Mtb inh -1.
Screening CCCn1c(CCC(=O)Nc2ccccc2Cc2ccccc2)nc2cc(S(=O)(=O)N3CCOCC3)ccc21 returned GDH-TPI inh 5, PrPC TRFRET 2, Mtb UGM inh 2.1, BoNT-F LC inh -14, Rv3671c inh -8, MazEF act 0, FadD28 binding -0.4 and FBA Mtb inh -1.
For Cc1ccc(S(=O)(=O)CCC(=O)Nc2nc(C(C)(C)C)cs2)cc1 the results were GDH-TPI inh 0, PrPC TRFRET 1, Mtb UGM inh 0.3, BioA inh 1.1, BoNT-F LC inh 1, Rv3671c inh -10, MazEF act 8, FadD28 binding -3.4 and FBA Mtb inh -9.
`O=C(CSc1ccc2ccccc2n1)N1CCC(c2noc3ccc(F)cc23)CC1` gave GDH-TPI inh -3, PrPC TRFRET 0, Mtb UGM inh -1.4, BioA inh -2.9, BoNT-F LC inh -10, Rv3671c inh -16, MazEF act -1, FadD28 binding -3.7 and FBA Mtb inh -1.
Screening Cc1ccc(-c2csc(NC(=O)N3CCOCC3)n2)cc1 returned GDH-TPI inh -5, PrPC TRFRET 3, Mtb UGM inh 0.8, BioA inh 0.3, BoNT-F LC inh -3, Rv3671c inh -2, MazEF act 8, FadD28 binding -2.1 and FBA Mtb inh -2.
`CN(C)c1ccc(NC(=O)CN2C(=O)c3ccccc3C2=O)cc1` gave GDH-TPI inh 0, PrPC TRFRET 1, Mtb UGM inh -1.5, BioA inh 9.6, BoNT-F LC inh 39*, Rv3671c inh -2, MazEF act -4, FadD28 binding -0.9 and FBA Mtb inh 2.
Cc1cccc(NC(=O)COC(=O)CCc2c[nH]c3ccccc23)c1 was read as GDH-TPI inh -4, PrPC TRFRET 9, Mtb UGM inh 0.6, BioA inh 0.3, BoNT-F LC inh -5, Rv3671c inh -13, MazEF act 2 and FBA Mtb inh -2.
Screening C/C(=N\Nc1ncc(Cl)cc1Cl)c1ccc(S(=O)(=O)NCc2ccco2)cc1 returned GDH-TPI inh 22, PrPC TRFRET -1, Mtb UGM inh -1.6, BoNT-F LC inh -2, Rv3671c inh -3, MazEF act -1, FadD28 binding -4.7 and FBA Mtb inh 0.
`COc1ccc(N2CCN(c3nc4c(c(=O)n(C)c(=O)n4C)n3Cc3ccccc3)CC2)cc1` gave GDH-TPI inh -9, PrPC TRFRET 20, Mtb UGM inh -1.5, BioA inh 14, BoNT-F LC inh 3, Rv3671c inh -8, MazEF act 1, FadD28 binding -0.5 and FBA Mtb inh 2.
Screening CCOc1ccccc1C(=O)NN1C(=O)C2CCCCC2C1=O (stereo unspecified) returned GDH-TPI inh 5, PrPC TRFRET -1, Mtb UGM inh 0.9, BoNT-F LC inh -4, Rv3671c inh 1, MazEF act -1, FadD28 binding -1.3 and FBA Mtb inh -2.

Looked up by structure from above, two records:
Cc1cccc(NC(=O)COC(=O)CCc2c[nH]c3ccccc23)c1 was read as GDH-TPI inh -4, PrPC TRFRET 9, Mtb UGM inh 0.6, BioA inh 0.3, BoNT-F LC inh -5, Rv3671c inh -13, MazEF act 2 and FBA Mtb inh -2.
Screening C/C(=N\Nc1ncc(Cl)cc1Cl)c1ccc(S(=O)(=O)NCc2ccco2)cc1 returned GDH-TPI inh 22, PrPC TRFRET -1, Mtb UGM inh -1.6, BoNT-F LC inh -2, Rv3671c inh -3, MazEF act -1, FadD28 binding -4.7 and FBA Mtb inh 0.

Compound activity deposited in PubChem BioAssay by several laboratories.
